Bioassay records as filed in PubChem.
GSK3B inh – human GSK3beta kinase inhibitors, primary screen, biochemical, cell-free homogeneous, HTS. Glycogen synthase kinase-3 beta (Homo sapiens), P49841. GST-GSK3beta kinase, ADP-Glo luminescence, 60 min; hits give low values. activity score (negative = inhibition), % at 10 µM. hit rate 0.038% among 300,000;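 active = more than half of replicate wells score below -50%, meaning over 50% inhibition versus plate controls; inconclusive = some replicates but at most half score below -50%; inactive = no replicate scores below -50%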;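 also: 0% = median DMSO wells and -100% = median GW8510 positive control wells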
Target sequence (P49841 whole entry, looked up): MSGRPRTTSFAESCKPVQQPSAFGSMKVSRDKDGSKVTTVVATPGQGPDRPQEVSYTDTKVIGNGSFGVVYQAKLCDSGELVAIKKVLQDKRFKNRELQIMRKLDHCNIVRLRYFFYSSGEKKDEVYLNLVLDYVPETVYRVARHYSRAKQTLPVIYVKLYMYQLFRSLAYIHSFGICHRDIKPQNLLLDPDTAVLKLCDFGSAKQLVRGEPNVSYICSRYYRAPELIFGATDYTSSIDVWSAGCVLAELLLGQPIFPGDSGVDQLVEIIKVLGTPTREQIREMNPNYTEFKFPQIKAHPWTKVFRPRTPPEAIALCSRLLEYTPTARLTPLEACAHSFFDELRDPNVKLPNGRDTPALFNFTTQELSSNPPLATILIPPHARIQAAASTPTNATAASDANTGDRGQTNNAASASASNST
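Assay system: GST-fused GSK3beta enzyme, cell-free / Medium: Tris pH 7.5 buffer with MgCl2, DTT, BSA, heparin / Also added: peptide substrate plus 25 µM ATP (final) / Compound: 10 µM single point / Timing: kinase reaction with compound 60 min at room temperature / Detection: ADP-Glo luminescence / Benchmarks: DMSO neutral wells and GW8510 at 20 µM as positive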
AI-2 QS mod – Vibrio harveyi AI-2 quorum sensing modulators, primary screen, JMH597 strain, luminescence/OD600 ratio | Vibrio harveyi JMH597 AI-2 luminescence/OD600 ratio, 9 h; hits give low values; strain lacks LuxN and CqsS sensors; 0 = neutral-control median | activity change, % at 7.5 µM | hit rate 0.4% among 300,000 | AID 2094, 2009; in the data active = activity change below about -75%, passing the limit was not always enough; inconclusive = no clear call, values can overlap the other calls;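 also: luminescence divided by OD600 gain over 9 h not by final OD600 alone; inactives centre near 13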
HSF1 activator – HSF-1 activators, primary screen, NIH3T3-HGL cells, MG132 stress, luminescence, single point; AID 504408, 2011; hit rate 1.7% among 300,000; NIH3T3-HGL HSF-1 luciferase reporter, 8 h; 100% = twice DMSO control signal; activation, % at 9 µM;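 active = mean replicate activation of at least 50% with a set share of replicates each reaching 50%; inconclusive = only one of those two conditions met; inactive = mean below 50% and too few replicates reaching it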;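 also: 0% = median of the neutral control wells and 100% = twice that signal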
HSF1 inhib – HSF1 inhibitors in luciferase reporter cells, primary screen, cell-based, NIH3T3, luminescence; NIH3T3-HGL HSE-luciferase, MG132-induced, luminescence 8 h; hits give low values; activity change, negative = inhibition, % at 7.5 µM (by protocol); hit rate 0.77% among 300,000;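 active = more than half of replicate wells show activity change below -50%, luminescence cut by over half; inconclusive = some wells, but at most half, below -50%; inactive = no replicate well below -50%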;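 also: luciferase reports HSF-1 transcriptional activity via heat shock element; 0% = median of DMSO wells and -100% = zero luminescence signal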
GSK3 alpha inh – blockers of GSK3A enzyme activity – biochemical, luminescence, cell-free homogeneous, HTS, primary screen | inhibition, % at 10 µM | hit rate 0.1% among 320,000 | AID 2650, 2010 | Glycogen synthase kinase-3 alpha (Homo sapiens), P49840 | GSK-3 alpha kinase, ADP-Glo luminescence, 60 min;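 in the data active = inhibition above about 50%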;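 also: GST-tagged GSK-3 alpha with peptide substrate and 25 µM ATP; 0% = DMSO neutral wells and 100% = GW8510 positive control wells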
Target sequence (P49840 whole entry, looked up): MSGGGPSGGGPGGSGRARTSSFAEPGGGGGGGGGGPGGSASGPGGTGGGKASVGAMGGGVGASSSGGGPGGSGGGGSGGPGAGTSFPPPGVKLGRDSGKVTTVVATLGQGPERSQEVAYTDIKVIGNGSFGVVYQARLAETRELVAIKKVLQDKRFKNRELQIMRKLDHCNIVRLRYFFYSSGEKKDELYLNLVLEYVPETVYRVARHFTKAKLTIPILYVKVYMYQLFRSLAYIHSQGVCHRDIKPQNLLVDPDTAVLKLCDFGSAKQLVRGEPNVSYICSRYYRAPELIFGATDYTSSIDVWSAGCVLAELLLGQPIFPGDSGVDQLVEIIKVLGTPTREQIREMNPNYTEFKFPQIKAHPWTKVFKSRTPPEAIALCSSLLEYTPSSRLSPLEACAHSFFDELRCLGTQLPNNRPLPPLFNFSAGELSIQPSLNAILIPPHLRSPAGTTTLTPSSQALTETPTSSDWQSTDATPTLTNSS
aSyn 5UTR inh – MLPCN primary screen, SNCA 5' untranslated region | inhibition, % (tested at 7.5 µM) | hit rate 0.82% among 300,000 | alpha-synuclein 5'UTR reporter, inhibitor activity; in the data active = inhibition above about 60%; inconclusive = no clear call, values can overlap the other calls;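 also: H4 neuroglioblastoma cells stably carrying SNCA 5'UTR luciferase fusion; 0% = DMSO wells and 100% = positive control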
HSP90 refold inh – HSP90 inhibitors, primary screen, cell lysate, luminescence; Heat shock protein HSP 90 (rabbit reticulocyte lysate; luciferase refolding); inhibition, % at 5.6 µM; Rabbit reticulocyte lysate, luciferase refolding luminescence, 3 h; hit rate 0.91% among 290,000; AID 1789, 2009;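 active = inhibition above the screen-wide mean plus 3 SD, computed separately per campaign, cut at about 16% in these data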;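 also: 0% = DMSO wells and 100% = 60 µM geldanamycin wells; inhibitors lower the luminescence because luciferase stays unfolded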
KLF5 inh – KLF5 expression inhibitors, primary screen, DLD-1 cells, luminescence; DLD-1 KLF5 promoter-luciferase reporter; hit rate 0.23% among 290,000; AID 1700, 2009; inhibition, % at 5 µM;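 active = inhibition above a per-plate limit of that plate's mean compound inhibition plus 3 SD, cut at about 60% in these data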;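 also: 0% = DMSO wells and 100% = LY294002 at 200 µM; higher means less KLF5 promoter-driven luciferase light; inactives centre near -14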
IEC-6 cytotox – cytotoxicity in IEC-6 intestinal epithelial cells, primary screen, cytotoxicity control for KLF5 inhibitor project, cell-based, luminescence; IEC-6 cytotoxicity, luminescence viability; inhibition, % at 5 µM; hit rate 0.78% among 290,000; AID 1825, 2009; in the data active = inhibition above about 22%;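 also: 0% = plate median of test compound wells and 100% = cytotoxic reference compound wells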
PolyA inh – polyadenylation inhibitors in yeast reporter cells, primary screen, luminescence, S. cerevisiae | S. cerevisiae SKY197-pL101 polyadenylation reporter, beta-gal luminescence; efflux-impaired pdr1/pdr3 knockout yeast; score 100 = 6 SD above DMSO | calls only at 12 µM | hit rate 0.02% among 300,000 | AID 1875, 2009;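 active = lowest replicate activity score at least 50, where 100 means six control SD above control mean; inconclusive = lowest score under 50 but half or more replicates reach 50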;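 also: yeast exposed to compound for 9 h at 30 °C; higher score means more reporter readthrough which indicates perturbed polyadenylation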
Numbers without * were called inactive; i = inactive; ? = inconclusive; / = not tested or not shown.

Below each compound: GSK3B inh, AI-2 QS mod, HSF1 activator, HSF1 inhib, GSK3 alpha inh, aSyn 5UTR inh, HSP90 refold inh, KLF5 inh, IEC-6 cytotox, PolyA inh
CCOC(=O)C(=O)C1=CN(Cc2ccccc2)C=C(C#N)C1
→ 2, 15, -14, -11, -1, -10, 7, 10, -1, i
O=C(NCc1ccc(OC(F)(F)F)cc1)C1CC(c2c(Cl)cccc2Cl)=NO1 (centres undefined)
→ 1, 22, 11, 0, -5, 24, 0, -29, -5, i
O=C(CCN1CCN(c2ccccc2)CC1)Nc1ccccc1
→ 0, 15, -17, -5, 0, -17, -1, -21, 3, i
O=[N+]([O-])c1ccc(Oc2ncccn2)cc1
→ -22, 14, 9, 5, 6, -10, /, /, /, i
CCOC(=O)N1CCN(C(=O)CSc2nnc(-c3cccs3)o2)CC1
→ 1, 17, 0, 3, -5, 10, -2, -29, 4, i
CCCCn1c(N)c(N(CC(C)C)C(=O)c2cc(-c3ccc(OC)c(OC)c3)nc3ccccc23)c(=O)[nH]c1=O
→ -4, 35, -8, -6, /, 20, /, /, /, i
CS(=O)(=O)N(CC(=O)NCC1CCCO1)c1cccc([N+](=O)[O-])c1 (centres undefined)
→ 5, 12, 3, -2, -1, 7, 1, -5, -2, i
COc1ccc(NS(=O)(=O)c2cc(NC(=O)c3cnc(C)cn3)ccc2N2CCCCC2)cc1
→ -4, 6, -4, -2, -4, -7, -1, -13, 3, i
CCCNC(=O)c1cccc(NC(=O)C(C)C)c1
→ -1, 2, -6, -4, /, -9, 1, -2, 5, i
CN(CC(=O)Nc1ccccc1Cl)C(=O)CCSc1ccc(F)cc1
→ -2, 11, 2, 4, -2, 4, /, /, /, i
CN(C(=O)CSc1nnc(-c2ccc(Cl)cc2)n1CC1CCCO1)C1CCS(=O)(=O)C1 (centres undefined)
→ 1, 19, -1, -4, 1, -1, 1, -14, -5, i
Cc1ccc(C(=O)N2CCCC(c3ccccc3)=N2)cc1
→ 0, 9, 16, 3, -2, -5, 0, -17, 3, i
Cc1ccc(S(=O)(=O)N2C(=O)CCC2C(=O)Nn2cnnc2)cc1 (centres undefined)
→ 2, 16, -4, -1, -2, -17, -1, 10, -2, i
CC(C(=O)Nc1ccccc1)C(=O)Nc1ccccc1
→ 0, 20, 39, 2, -1, -1, -3, -42, 0, i
CC1CCCCN1Cc1ccc(N(C)C)cc1 (centres undefined)
→ -13, 19, 3, -4, -7, -13, -1, -1, 0, i
CC1CCN(CC(=O)N2c3ccccc3CCc3ccccc32)CC1
→ -1, 6, -4, 0, -2, -24, 4, 7, 9, i
O=C(/C=C/c1ccc(OCCCF)cc1)N1CCOCC1
→ -1, 7, 28, 16, 2, -70, 1, -128, 2, i
CCOC(=O)N1CCN(CC(=O)Nc2ccc(C)c(Br)c2)CC1
→ -1, 31, 6, 2, -4, 13, -2, 1, -1, i
Cc1ccc(-c2cc(-c3nnc(SCC(=O)N(C)CCC#N)n3N)c3ccccc3n2)cc1
→ -1, 6, 6, -6, /, 8, -2, 22, -3, i
O=C(Nc1nccs1)c1cn(-c2ccccc2)nc1-c1ccccc1
→ 3, 13, 13, -2, -3, -22, 1, -21, 4, i
CC(=O)Nc1ccc(S(=O)(=O)N2CCN(S(=O)(=O)c3ccc(NC(C)=O)cc3)CC2)cc1
→ 2, 14, -6, -6, -2, -6, -5, -48, -3, i
Cc1ccc(C(=O)Nc2ccc(N3CCN(C(=O)c4cccs4)CC3)cc2)c(Cl)c1
→ 0, 0, 12, 4, -7, -4, 3, 14, 10, i
CCOC(=O)c1sc(Nc2cccc(C)c2C)nc1C
→ 29, -8, 11, 1, -1, 42, 1, -33, 2, i
Cc1csc(SCC(=O)NC(=O)c2ccccc2)n1
→ -2, 21, 6, -1, -1, -8, /, /, /, i
CCOC(=O)C1(Cc2ccccc2)CCN(Cc2cc(OC)c3c(c2)OCO3)CC1
→ 0, 24, -3, 8, 1, 16, -4, -36, 0, i
Cc1cc(C)nc(SCC(=O)Nc2nccs2)n1
→ 0, 29, -6, 0, -3, 15, -5, 12, 0, i
Nn1c(SCc2cn3cc(Cl)ccc3n2)nnc1-c1ccncc1
→ 1, 7, 7, 5, 1, -5, 1, -23, -3, i
CCCCc1ccc(S(=O)(=O)Nc2cc(C)on2)cc1
→ 9, -57, 8, -6, -7, 6, 0, -2, 6, i
O=Cc1c(NCc2ccccc2)c2ccccc2[nH]c1=O
→ -3, 15, 5, -4, -2, -1, -5, -14, 0, i
CC(O)(CS(=O)(=O)Cc1ccccc1)c1ccc(Cl)cc1 (centres undefined)
→ -1, 8, -5, 13, -2, -1, 5, -4, 3, i

The final 6 entries of the section above are carried over, then new ones follow.
Below each compound: GSK3B inh, AI-2 QS mod, HSF1 activator, HSF1 inhib, GSK3 alpha inh, aSyn 5UTR inh, HSP90 refold inh, KLF5 inh, IEC-6 cytotox, PolyA inh
CCOC(=O)C1(Cc2ccccc2)CCN(Cc2cc(OC)c3c(c2)OCO3)CC1
→ 0, 24, -3, 8, 1, 16, -4, -36, 0, i
Cc1cc(C)nc(SCC(=O)Nc2nccs2)n1
→ 0, 29, -6, 0, -3, 15, -5, 12, 0, i
Nn1c(SCc2cn3cc(Cl)ccc3n2)nnc1-c1ccncc1
→ 1, 7, 7, 5, 1, -5, 1, -23, -3, i
CCCCc1ccc(S(=O)(=O)Nc2cc(C)on2)cc1
→ 9, -57, 8, -6, -7, 6, 0, -2, 6, i
O=Cc1c(NCc2ccccc2)c2ccccc2[nH]c1=O
→ -3, 15, 5, -4, -2, -1, -5, -14, 0, i
CC(O)(CS(=O)(=O)Cc1ccccc1)c1ccc(Cl)cc1 (centres undefined)
→ -1, 8, -5, 13, -2, -1, 5, -4, 3, i
Cc1ccc(C)c(N2N=C(C(=O)Nc3nccs3)CCC2=O)c1
→ 1, 13, -5, -3, 0, 22, 1, -14, 1, i
O=[N+]([O-])C(=C1Nc2ccccc2N1)/C(Cl)=C(/Cl)Br
→ -3, 31, -4, 3, -2, -28, -1, -5, 4, i
CCCn1c(N)c(N(CCOC)C(=O)C(C)Oc2ccc(F)cc2)c(=O)[nH]c1=O (centres undefined)
→ -2, 12, -1, -6, -1, -8, /, /, /, i
N/C(=N\OC(=O)N1c2ccccc2Sc2ccccc21)c1ccc(Br)cc1
→ 2, 26, -1, -6, -1, -44, 2, -14, 5, i
CCOc1ccc(CCNC(=O)Cn2ncn3nc(-c4ccc(OC)cc4)cc3c2=O)cc1OCC
→ 2, 22, 8, 4, 1, 0, -5, -35, 2, i
COc1ccccc1NS(=O)(=O)c1cc(NC(=O)c2ccncc2)ccc1N1CCOCC1
→ 2, 4, 0, -4, 6, -17, -1, -5, -14, i
Cn1cc([N+](=O)[O-])c(C(=O)Nc2ccc(C(=O)N3CCCCC3)cc2)n1
→ -1, 25, ?, 33, -1, -5, 4, -8, 0, i
Cc1ccc(C(=O)Nc2ncn[nH]2)cc1
→ 1, 9, -5, -4, 0, -24, 2, -10, -2, i
NC(=O)c1cc(S(=O)(=O)NCc2ccc(Br)cc2)cs1
→ 5, 31, 0, -8, 1, 7, -1, -19, -1, i
Cc1ccc2cc(CN(Cc3cccs3)Cc3nnnn3CC3CCCO3)c(=O)[nH]c2c1 (centres undefined)
→ 1, 12, 1, 5, 0, 35, 5, -15, 7, i
CC(/C=N/NC(=O)c1cc(C(C)C)[nH]n1)=C\c1ccccc1
→ -3, 11, 5, 17, -2, -20, 4, -22, 3, i
COc1ccc(-c2c(-c3ccc(O)cc3O)n[nH]c2C)cc1OC
→ -5, 19, -10, 4, 9, 17, -1, -30, 1, i
O=C(Nc1ccc(S(=O)(=O)NC2=NCCCCC2)cc1)c1ccc([N+](=O)[O-])s1
→ 3, 12, 9, 17, 0, -66, /, /, /, i
COCCN(C(=S)Nc1ccccc1C)C(C)c1ccco1 (centres undefined)
→ 0, 24, -19, -6, -3, -1, -1, -18, 0, i
CC1C=CCC2C(=O)N(c3cccc(C(=O)Nc4ccc(F)cc4)c3)C(=O)C12 (centres undefined)
→ 4, 0, 5, -1, -2, 5, -1, -31, -1, i
O=C(NCCS(=O)(=O)N1CCC2(CC1)OCCO2)c1ccc(F)cc1
→ -3, -10, -3, 1, -1, 0, /, /, /, i
Cc1cc(NC(=O)C2CC(=O)N(c3ccccc3)C2)no1 (centres undefined)
→ 2, 18, -6, -10, 0, -16, 4, -28, -5, i
Cc1ccc(S(=O)(=O)Cn2nnnc2C(C(C)C)N2CCC(O)CC2)cc1 (centres undefined)
→ 4, 27, 33, 6, -2, 12, 0, -32, -7, i
Cc1cccc(N(CC(=O)Nc2c(C)n(C)n(-c3ccccc3)c2=O)S(C)(=O)=O)c1
→ 4, 19, 12, 1, -1, -1, 0, -17, 4, i
CC(C)CN(C)C(=O)CCc1nnc(Cc2cccc(C(F)(F)F)c2)o1
→ 1, 18, 24, 28, 1, -143, 0, -62, 1, i
COc1cc(C2c3c(oc4ccccc4c3=O)C(=O)N2c2nccs2)ccc1O (centres undefined)
→ -1, 10, 4, 2, -3, 15, -1, -24, 1, i
COC(=O)C1=C(C)NC(=O)CC1c1ccccc1 (centres undefined)
→ 2, 19, -1, -1, -1, 3, 0, -15, 2, i
Cc1nc2ncnn2c(C)c1CCC(=O)NCc1ccco1
→ -3, -3, ?, 12, -1, -1, -1, 12, 0, i
CCOC(=O)N=Nc1c(O)n(C)c2ccccc12
→ 2, 12, 3, 4, -1, -47, 5, -7, 0, i
O=S1(=O)N(Cc2ccccc2F)CCCN1Cc1c(F)cccc1Cl
→ 3, 6, 9, 1, -2, 15, 7, -14, 0, i
Cc1cc(NC(=O)CCOc2ccc(F)cc2)no1
→ 2, 18, 6, 5, /, 17, 3, -16, 2, i
CCOC(=O)c1oc2ccc(Br)cc2c1CSc1nnc(C)s1
→ -2, 9, 43, 19, -1, -23, 2, -1, 2, i
Nc1c(N(CCC2=CCCCC2)C(=O)Cc2ccc(F)cc2)c(=O)[nH]c(=O)n1Cc1ccccc1
→ 4, 18, 7, 0, -2, 1, /, /, /, i

The list is partial, so the mix of outcomes need not match the whole.
